Bioassay records deposited in PubChem by several laboratories.
RGS4 inh: RGS4 inhibitors, primary screen, cell-based, HEK293 M3R inducible RGS4, calcium flux | Fluo-4 calcium flux; active compounds read high; triggered by carbachol at its EC20 | B-score at 10 µM | 310,000 tested, 0.45% active;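 active means B-score, a plate-corrected calcium signal, over three deviations above library mean, with baseline fluorescence within five deviations of library mean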;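 further: RGS4 expression induced by doxycycline in cells with stable M3 receptor; B-score is computed from the integrated fluorescence ratio over baseline after carbachol; higher B-score means a larger calcium signal and so more RGS4 inhibition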
Target sequence (P49798 whole entry, looked up): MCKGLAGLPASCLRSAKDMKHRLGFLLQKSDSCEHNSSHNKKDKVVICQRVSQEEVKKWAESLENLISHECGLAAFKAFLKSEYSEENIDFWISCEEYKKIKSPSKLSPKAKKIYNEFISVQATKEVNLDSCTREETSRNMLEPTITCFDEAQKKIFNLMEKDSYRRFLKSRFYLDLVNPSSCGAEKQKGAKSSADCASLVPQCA
RGS4 act: RGS4 potentiators or activators, primary screen, cell-based, HEK293 M3R inducible RGS4, calcium flux. 310,000 tested, 0.92% active. carbachol calcium flux Fluo4; active compounds read low. B-score at 10 µM;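 active means B-score of the integrated calcium signal more than 4 SD below the library mean, with starting fluorescence not abnormally high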;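 further: negative B-score means reduced calcium response which marks RGS4 activation or potentiation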
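test system = M3R-expressing HEK293 line, RGS4 induced by doxycycline | probe or stimulus = carbachol at ECmax as muscarinic agonist stimulus | timing = dye loading 30 min 37 °C, buffer rest 30 min RT | signal = calcium dye Fluo4 fluorescence | evaluation = B score from integrated fluorescence ratio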
MrgX1 PAM: positive allosteric modulators of MrgX1, primary screen, HEK293 cells, Fluo-4 calcium flux; Mas-related G-protein coupled receptor member X1 (Homo sapiens), Q96LB2; FDSS; active compounds read high; B-score at 10 µM; 310,000 tested, 0.63% active;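 active means plate-corrected calcium response at least 3 library SD above typical, normal starting fluorescence, not activating the receptor alone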;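 further: compound read alongside a low EC10 to EC30 dose of BAM8-22 agonist; peak minus trough fluorescence over baseline measured at the second addition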
Target sequence (Q96LB2 whole entry, looked up): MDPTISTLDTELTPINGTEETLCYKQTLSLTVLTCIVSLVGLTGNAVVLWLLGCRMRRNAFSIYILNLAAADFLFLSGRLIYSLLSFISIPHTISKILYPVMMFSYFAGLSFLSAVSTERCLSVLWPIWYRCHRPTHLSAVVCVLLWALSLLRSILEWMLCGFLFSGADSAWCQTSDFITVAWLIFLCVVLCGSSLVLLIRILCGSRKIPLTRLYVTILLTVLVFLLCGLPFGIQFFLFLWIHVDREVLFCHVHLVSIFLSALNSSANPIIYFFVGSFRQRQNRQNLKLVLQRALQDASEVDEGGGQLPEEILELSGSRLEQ
TRPC6 act: mouse TRPC6 channel activators, primary screen, cell-based, HEK293, membrane potential dye. Short transient receptor potential channel 6 (Mus musculus), Q61143. HEK293-TRPC6 membrane potential dye fluorescence; active compounds read high. B-score at 10 µM. 310,000 tested, 0.13% active;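 active means B-score of the integrated fluorescence ratio above library mean plus 3 SD, and starting fluorescence ratio within library mean plus 5 SD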;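 further: higher score means more depolarization so channel activation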
ANO1 activ: TMEM16A chloride channel activators or potentiators, primary screen, cell-based, HTS. Anoctamin-1 (Mus musculus), Q8BHY3. HEK293 TMEM16A/YFP-H148Q/I152L, iodide quench fluorescence; active compounds read low. B-score at 10 µM. 340,000 tested, 0.3% active. AID 623877, 2012;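 active means fluorescence-ratio B-score plate-corrected deviation score at least 3 library SD below zero, with starting fluorescence score within 5 deviations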;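 further: channel opened by trigger with iodide after compound preincubation; score built on the fluorescence ratio of max minus min over baseline; more negative score means more quench and so TMEM16A activation or potentiation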
SKKanGAS inh: S. pyogenes SKKanGAS growth inhibitors in kanamycin, primary screen, streptokinase expression inhibitor project, SKKanGAS strain, BacTiter-Glo luminescence. 6 h. inhibition, % at 7.5 µM. 300,000 tested, 1.3% active. AID 1662, 2009;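 active means mean replicate score, as percent of positive control median, at least 50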;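 further: strain carries kanamycin resistance gene driven by streptokinase promoter and grows in 40 µg/ml kanamycin; loss of luminescence reflects streptokinase promoter inhibition or plain growth inhibition; 0% = median of DMSO wells and 100% = positive control at its reference dose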
TRPC6 inhibitor: mouse TRPC6 channel inhibitors, primary screen, cell-based, HEK293, membrane potential dye; Short transient receptor potential channel 6 (Mus musculus), Q61143; AID 2553, 2010; 310,000 tested, 1.1% active; B-score at 10 µM; ACh-evoked depolarization; active compounds read low;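 active means B-score under library mean minus 3 SD, initial fluorescence not abnormally high, positive integrated signal ratio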;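 further: B-score derived from integrated fluorescence ratio over the kinetic read; more negative B-score means stronger inhibition of depolarization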
MrgX1 antagonist: antagonists of human MrgX1 receptor, primary screen, HEK293 cells, Fluo-4 calcium flux | Mas-related G-protein coupled receptor member X1 (Homo sapiens), Q96LB2 | BAM8-22 antagonism; active compounds read low | B-score at 10 µM | 310,000 tested, 1.3% active | AID 588676, 2011;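 active means calcium-response B-score plate-corrected more than 3 library SD below zero, starting fluorescence within 5 deviations, no agonist response on first addition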;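 further: peak minus trough fluorescence over baseline after final BAM8-22 challenge near maximal dose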
MrgX1 ag: agonists of human MrgX1 receptor, primary screen, HEK293 cells, Fluo-4 calcium flux; Mas-related G-protein coupled receptor member X1 (Homo sapiens), Q96LB2; Fluo-4 calcium fluorescence, agonist mode; active compounds read high; B-score at 10 µM; 310,000 tested, 0.44% active;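 active means calcium response B-score plate-corrected fluorescence ratio at least 3 library SD, with starting fluorescence B-score inside 5 SD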
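Test system: HEK293 cells stably expressing human MrgX1 receptor; amount: 15,000 cells per well; doses: compound delivered in addition one of three; times: overnight plating before 1 h dye loading; detection: Fluo-4 NW calcium-flux fluorescence, kinetic read; read-out basis: B-scored fluorescence response ratio; controls: positive and negative controls per plate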
HDAC3 inhib: HDAC3 deacetylase inhibitors, primary screen, biochemical, fluorescence, cell-free homogeneous; recombinant HDAC3, fluorogenic peptide/trypsin coupled; inhibition, % at 8.3 µM; 320,000 tested, 0.15% active; AID 2718, 2010; in the data active means inhibition above about 26%, passing the limit was not always enough
Target sequence (O15379 whole entry, looked up): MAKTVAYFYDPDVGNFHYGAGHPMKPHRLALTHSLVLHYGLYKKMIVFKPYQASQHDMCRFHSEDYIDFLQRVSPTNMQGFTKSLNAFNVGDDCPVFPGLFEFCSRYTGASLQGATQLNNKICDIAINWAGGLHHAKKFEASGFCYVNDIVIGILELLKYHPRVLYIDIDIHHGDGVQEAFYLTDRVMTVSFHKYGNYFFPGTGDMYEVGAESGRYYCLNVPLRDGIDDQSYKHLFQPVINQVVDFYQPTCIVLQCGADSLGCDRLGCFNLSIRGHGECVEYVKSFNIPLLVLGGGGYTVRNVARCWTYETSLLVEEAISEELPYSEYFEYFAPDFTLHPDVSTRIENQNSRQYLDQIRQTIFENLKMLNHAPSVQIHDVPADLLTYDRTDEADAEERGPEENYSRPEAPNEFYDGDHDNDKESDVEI
ANO1 block: TMEM16A chloride channel inhibitors, primary screen, cell-based, HTS; Anoctamin-1 (Mus musculus), Q8BHY3; HEK293 TMEM16A/YFP iodide influx fluorescence, ionomycin; normalized B-score (activity score, 25-100; higher = stronger inhibition) at 10 µM; 310,000 tested, 1.2% active;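 active means ratio plate-corrected score three or more library SD toward inhibition, starting fluorescence score within five deviations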;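 further: score derived from kinetic fluorescence span divided by baseline fluorescence per well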
An asterisk follows results filed as active; i = inactive; . = no result given.

compound,RGS4 inh,RGS4 act,MrgX1 PAM,TRPC6 act,ANO1 activ,SKKanGAS inh,TRPC6 inhibitor,MrgX1 antagonist,MrgX1 ag,HDAC3 inhib,ANO1 block
CC(C)(C)CN1CCN(CCCc2ccccc2)C(CCO)C1 (centres undefined),i,i,i,i,i,5,i,i,i,-5,i
Cc1cc(C)c(S(=O)(=O)CCC(C)C)c(=O)[nH]1,i,i,i,i,i,-6,i,i,i,-1,i
Cc1ccc(S(=O)(=O)N2CCOCC2)cc1NC(=O)COC(=O)c1ccc2c(c1)OCCO2,i,i,i,i,i,0,i,i,i,-2,i
COc1ccc(NC(=O)CCN2CCC(C)CC2)cc1,i,i,i,i,i,0,i,i,i,-10,i
COc1ccc(-c2oc3cc(OC)c(O)c(OC)c3c(=O)c2OC)cc1O,i,i,i,i,i,0,i,i,i,10,i
O=c1c2[nH]c3ccc(F)cc3c2ncn1CC1CCCO1 (centres undefined),i,i,i,i,i,12,i,i,i,-4,i
O=C1C2CCCCC2C(=O)N1c1ccc(S(=O)(=O)Nc2ncccn2)cc1 (centres undefined),i,i,i,i,i,1,i,i,i,-2,i
CC(C)CCNC(=O)COc1ccc2c3c(c(=O)oc2c1)CCC3,i,i,i,i,i,-1,i,i,i,4,i
Nc1ccc2c(c1)N1CCN=C1S2,i,i,i,i,i,-1,i,i,i,3,i
CCO[C@@H]1OC(C(=O)NC2CC2)=C[C@H](C(C)(C)C)[C@H]1CCCO,i,i,i,i,i,-5,i,i,i,-4,i
CSCC(=O)Nc1nc(-c2ccc3c(c2)OCCO3)cs1,i,i,i,i,i,14,i,i,i,4,i
CC1(C)[C@@H](O)CC[C@]2(C)C3C(O)C=C4[C@H]5C[C@@](C)(C(=O)O)CC[C@]5(C)CC[C@]4(C)[C@]3(C)CC[C@@H]12 (some centres undefined),i,i,i,i,.,39,i,i,29*,0,100*
COc1ccc(OC)c(NC(=O)CSc2nnc(CCCO)n2-c2ccccc2)c1,i,i,i,i,i,-5,i,i,i,-1,i
COc1cc(C(=O)NNC(=O)C2CC=CCC2C(=O)O)cc(OC)c1OC (centres undefined),i,i,i,i,i,-3,i,i,i,0,i
O=C(c1cccn(Cc2cccc(Cl)c2)c1=O)N1CCOCC1,i,i,i,i,i,7,i,i,i,-3,i
O=C(NNC1=C(C(=O)C(F)(F)F)CCC1)c1ccc(Cl)cc1,i,i,i,i,i,101*,i,i,i,17,25*
CCCc1cc(N2CCCC2)n2nc(C)c(-c3ccccc3)c2n1,i,i,i,i,i,6,i,i,i,2,i
O=C(O)CCC1OC(=O)C(O)=C1c1ccccc1 (centres undefined),i,i,i,i,i,2,i,i,i,6,i
C/C(N)=C(/C#N)C(=O)CSc1nnc(NC(C)C)s1,i,i,i,i,i,-7,i,i,i,0,i
CCOC(=O)c1c(NC(=O)COC(=O)C2CC2C)sc(C)c1C (centres undefined),i,i,i,i,i,14,i,i,i,4,25*
Cc1ccnc(N=Cc2c(O)ccc3oc4c(c23)CCCC4)c1,.,.,i,.,.,.,.,i,i,10,i
CC1Cc2ccccc2N1CC(=O)Nc1cccc(S(N)(=O)=O)c1 (centres undefined),i,i,i,i,i,-8,i,i,i,-7,i
C=CCN(CC=C)C(=O)c1ccc(OC2CCN(S(=O)(=O)N(C)C)CC2)cc1,i,i,i,i,i,-6,i,i,i,1,i
CN1N=C(C(=O)N2CCCC(N3CCN(c4ccc(F)cc4)CC3)C2)CCC1=O (centres undefined),i,i,i,i,i,6,i,i,i,-13,i
O=C(CN(Cc1ccccc1F)C(=O)c1ccco1)NCc1ccc(F)cc1,i,i,i,i,i,-7,i,i,i,6,i
COc1cc(/C=N/N=C(/N)c2nonc2N)cc(Br)c1OCc1cccc(C)c1,i,i,i,i,i,46,i,i,i,-6,i
O=C(c1cccc([N+](=O)[O-])c1)N1CCN(C/C=C/c2ccccc2)CC1,i,i,i,i,i,37,i,i,i,2,i
CC(C)c1ccc(Nc2nc(NCc3ccco3)nc(N3CCOCC3)n2)cc1,i,i,i,i,i,11,i,i,i,15,i
Cc1ccc(F)cc1NC(=O)C1CC(=O)N(CCc2ccccc2)C1 (centres undefined),i,i,i,i,i,-15,i,i,i,2,i
CCOC(=O)c1cc(-c2ccccc2)sc1NC(=O)C(C)OC(=O)c1ccncc1 (centres undefined),i,i,i,i,i,-11,i,i,i,-3,i
O=C(/C=C/c1ccc([N+](=O)[O-])cc1)NCC1CCCO1 (centres undefined),i,i,i,i,i,-1,i,i,i,1,i
Cc1ccc(S(=O)(=O)N2CCN(C(=O)CN3CCCCC3)C2C(C)C)cc1 (centres undefined),i,i,i,i,i,-8,i,i,i,0,i
CCOC(=O)N1CCN(C(=O)c2ccc(CS(=O)(=O)c3ccccc3OC)o2)CC1,i,i,i,i,i,0,i,i,i,5,i
COc1cc(C2NC(=O)NC(O)(C(F)(F)F)C2C(C)=O)cc(OC)c1OC (centres undefined),i,i,i,i,i,-16,i,i,i,1,i
COc1ccc(CN(C)CC2CCCN(CCc3ccc(F)cc3)C2)cc1OC (centres undefined),i,i,i,i,i,-5,i,i,i,6,i
Cc1nc2ccccn2c1C(=O)NCC(C)C,i,i,i,i,i,-9,i,i,i,1,i
CCCCNS(=O)(=O)c1ccc2nc(SCC(=O)Nc3ccccc3)[nH]c2c1,i,i,i,i,i,-5,i,i,i,-4,i
O=C1/C(=C/c2ccc(F)cc2)Oc2cc(OC(=O)N3CCOCC3)ccc21,i,i,i,i,i,-1,i,i,i,4,i
Cc1cccc(-n2c(O)c(C=NC3CCS(=O)(=O)C3)c3ccccc3c2=O)c1 (centres undefined),i,i,i,i,i,2,i,i,i,2,i
O=C(NCCc1ccccc1)/C(=C\c1ccc([N+](=O)[O-])cc1)NC(=O)c1ccc(Br)cc1,i,i,i,i,i,8,i,i,i,4,i
COc1ccc(S(=O)(=O)N2CCSC2c2ccc(N)cc2)cc1 (centres undefined),i,i,i,i,i,0,i,i,i,4,i
NNC(=O)c1cnn(-c2ccccc2)c1C(F)(F)F,i,i,i,i,i,-3,i,i,i,0,i
COc1ccccc1OCC(=O)Nc1ccc(C(N)=O)cc1,i,i,i,i,i,-9,i,i,i,-1,i
Cc1cc(NS(=O)(=O)c2ccc(NC(=O)Cc3cccs3)cc2)no1,i,i,i,i,i,3,i,i,i,-12,i
O=C(Nc1ccc(-c2cn3c(n2)SCC3)cc1)c1ccc2c(c1)OCO2,i,i,i,i,i,5,i,i,i,-11,i
c1ccc2c(c1)CCN(c1ncnc3c1[nH]c1ccccc13)C2,i,i,i,i,i,5,-5.7*,-8.2*,i,-4,100*
COc1ccc(/C=C2\C(=O)c3ccccc3OC2c2ccccc2)cc1 (centres undefined),i,i,i,i,i,14,i,i,i,-4,i
O=C1CSC(c2ccccn2)N1c1ccc(Cl)c(Cl)c1 (centres undefined),i,i,i,i,i,-7,i,i,i,-1,i
COc1ccc(CCNC(=O)C23CN(Cc4ccccc4)CC2C(c2ccc([N+](=O)[O-])cc2)=NO3)cc1 (centres undefined),i,i,i,i,i,6,i,i,i,15,i
CC(=O)Nc1ccc(S(=O)(=O)NC2CC(=O)N(c3cccc(F)c3)C2)cc1 (centres undefined),i,i,i,i,i,-8,i,i,i,0,i
COCCSc1nnc(NC(=O)COc2ccc3c(c2)OCO3)s1,i,i,i,i,i,-7,i,i,i,-2,i
COC(=O)[C@]1(CC(C)C)N[C@H](c2ccc(-c3cccc(Cl)c3)cc2)[C@@H]2C(=O)N(C)C(=O)[C@@H]21,i,i,i,i,-8.6*,20,i,i,i,-6,i
CCOC(=O)N1CCC(NC(=O)c2ccc3snnc3c2)CC1,i,i,i,i,i,-5,i,i,i,.,i
O=C(NC1CCCCC1)N1CCCc2ccccc21,i,i,i,i,i,5,i,i,i,-5,i
CCOC(=O)CCP(=O)(O)C(O)c1ccc(OC)cc1 (centres undefined),i,i,i,i,i,-3,i,i,i,6,i
CC(=O)Nc1ccc(S(=O)(=O)N(C)CC(=O)OCC(=O)N(C)c2ccccc2)cc1,i,i,i,i,i,-2,i,i,i,-2,i
Cc1ccc(C)c(-n2[nH]c3c4c(ccc3c2=O)C(=O)c2ccccc2C4=O)c1,i,i,i,i,i,29,i,i,i,-3,i
Cc1cc(-n2c(C)c3c(C)nnc(C)c3c2C)ccc1N,i,i,i,i,i,2,i,i,i,3,i
CCn1c(=O)c([N+](=O)[O-])c(NCc2ccc3c(c2)OCO3)c2ccccc21,i,i,i,i,i,3,i,i,i,-3,i
CC(C(=O)Nc1ccccc1)N(C)Cc1cccs1 (centres undefined),i,i,i,i,i,2,i,i,i,-3,i
COc1cc(C(=O)N2CCN(c3ccccn3)CC2)cc(OC)c1OC,i,i,i,i,i,-9,i,i,i,1,i
